Screening results from PubChem.
SRC1 TRFRET art = TR-FRET detection interference compounds, primary screen, artefact control for PPARgamma SRC-1 recruitment agonists, biochemical, TR-FRET emission ratio | TR-FRET detection artefact counter-screen; hits give high values | TR-FRET ratio at 8 µM | 0.34% of 99,000 active | AID 1051, 2008; in the data active = TR-FRET ratio above about 2300; also: inactives centre near 1800
SRC3 TRFRET art = TR-FRET detection interference compounds, artefact control for PPARgamma SRC-3 recruitment agonists, biochemical, TR-FRET ratio | TR-FRET ratio at 8 µM | 0.39% of 99,000 active | TR-FRET artefact counter-screen, PPARgamma/SRC-3 format; hits give high values | AID 1048, 2008; in the data active = TR-FRET ratio above about 2000; also: inactives centre near 1600
* = called active by the depositor. The list is partial; rates above refer to the full screens.

SMILES | SRC1 TRFRET art | SRC3 TRFRET art
Cc1ccc(NC(=O)CSc2n[nH]c(C)c2[N+](=O)[O-])cc1 | 1913 | 1620
O=C(NCCN1CCOCC1)c1ccc(=O)n(Cc2ccc(Cl)cc2)c1 | 1703 | 1583
CCOC(=O)N1CCN(CC(=O)N2CCC(C(N)=O)CC2)CC1 | 1615 | 1365
CCOc1cc(NC(=O)C2CCCCC2)c(OCC)cc1NC(=O)c1ccccn1 | 1690 | 1676
CCOC(=O)c1sc(-c2ccccc2)cc1NC(=O)Nc1ccc([N+](=O)[O-])cc1 | 1799 | 1406
Cc1ccc(NC(=O)c2ccccc2-c2ccccc2C(=O)O)cc1C | 1924 | 1783
COC(=O)CNC(=O)COC(=O)/C=C/c1ccc(F)cc1 | 1838 | 1410
CC1(C)Cc2cccc(OCC(=O)N3CCN(c4ccc([N+](=O)[O-])cc4)CC3)c2O1 | 1685 | 1781
CCCCNC(=O)CCn1c(=O)c2ccccc2n(Cc2ccccc2C)c1=O | 1828 | 1443
COc1ccc(/C=C(\CC(=O)O)c2nc3ccccc3o2)cc1 | 1769 | 1508
Cc1cc(N2CCCC2)n2nc(C)nc2n1 | 1777 | 1624
COCCNC(=O)CN(C(=O)Cn1nnc2ccccc21)c1ccccc1C | 1768 | 1489

Complete entries, looked up by structure. Values in the order: SRC1 TRFRET art | SRC3 TRFRET art
CC1(C)Cc2cccc(OCC(=O)N3CCN(c4ccc([N+](=O)[O-])cc4)CC3)c2O1 is listed with 1685 | 1781
COCCNC(=O)CN(C(=O)Cn1nnc2ccccc21)c1ccccc1C is listed with 1768 | 1489
Cc1ccc(NC(=O)CSc2n[nH]c(C)c2[N+](=O)[O-])cc1 is listed with 1913 | 1620
CCOC(=O)N1CCN(CC(=O)N2CCC(C(N)=O)CC2)CC1 is listed with 1615 | 1365
CCOc1cc(NC(=O)C2CCCCC2)c(OCC)cc1NC(=O)c1ccccn1 is listed with 1690 | 1676

Next section
SMILES | SRC1 TRFRET art | SRC3 TRFRET art
COc1ccc2c(c1)OC13CCN(C)CC1C2C(C(=O)c1ccc(F)cc1)C(=O)N3 (stereo unspecified) | 1655 | 1605
Cc1cc(C)n2c(Br)c(CN3CCCC(C)C3)nc2n1 (stereo unspecified) | 1742 | 1671
Oc1ccc(Cl)cc1C=Nc1ccccc1Br | 1731 | 1442
O=C(Cc1cccs1)NNC(=S)NC(=O)c1ccc(F)c(F)c1 | 1972 | 1420
CCc1ccc(N/C(N)=N/c2nc(CSc3ncccn3)cc(=O)[nH]2)cc1 | 1804 | 1454
COc1ccc(-c2nn(-c3ccccc3)cc2/C=C(\C#N)C(N)=O)cc1[N+](=O)[O-] | 1787 | 1752
COCCn1c(SCC(=O)N(C)C2CCS(=O)(=O)C2)nc2ccccc2c1=O (stereo unspecified) | 2095 | 1661
NC12CC3CC(CC(C3)C1)C2 | 1527 | 1671
O=C(NCc1ccccn1)c1ccc(CNS(=O)(=O)c2ccc(F)cc2)cc1 | 1683 | 1406
COc1cc2nc(=S)n3[nH]c(CCn4nc(C)cc4C)nc3c2cc1OC | 1808 | 1678
O=C(Cc1ccccc1)c1c[nH]c(C(=O)NCCCN2CCOCC2)c1 | 1712 | 1317
Cc1ccsc1/C=C1/SC(N2CC(C)OC(C)C2)=NC1=O (stereo unspecified) | 2033 | 1618

Single values from the results shown:
Entry of Cc1ccsc1/C=C1/SC(N2CC(C)OC(C)C2)=NC1=O (stereo unspecified) in SRC1 TRFRET art: 2033
Entry of Cc1cc(C)n2c(Br)c(CN3CCCC(C)C3)nc2n1 (stereo unspecified) in SRC1 TRFRET art: 1742
Entry of NC12CC3CC(CC(C3)C1)C2 in SRC3 TRFRET art: 1671
Entry of COc1ccc2c(c1)OC13CCN(C)CC1C2C(C(=O)c1ccc(F)cc1)C(=O)N3 (stereo unspecified) in SRC1 TRFRET art: 1655

(further entries)
SMILES | SRC1 TRFRET art | SRC3 TRFRET art
COc1ccc(/C(=C/c2ccc(OC(F)F)c(OC)c2)C(=O)O)cc1OC | 1670 | 1588
COc1ccccc1-n1cnnc1SCC(=O)NCC1CCCO1 (stereo unspecified) | 1788 | 1619
CCN(CC)S(=O)(=O)c1cc(NS(=O)(=O)c2ccccc2)ccc1C | 1858 | 1542
c1ccc(-c2nc3nonc3c3nc4ccccc4n23)cc1 | 1355 | 1545
COc1ccc(OC)c(C2/C(=C(/O)c3ccc(C)cc3)C(=O)C(=O)N2Cc2ccco2)c1 (stereo unspecified) | 1611 | 1705
Cc1nc2ccccc2nc1OCC(=O)NCC(F)(F)F | 2331* | 1862
CN1CCN(/N=C/c2nc(-c3ccc(Cl)cc3)n3ccccc23)CC1 | 2099 | 1664
CCOc1ccc(NC(=O)CN(C)C(=O)C2CCCC2)cc1OCC | 1654 | 1537
Cc1cccc(/C(N)=N/OC(=O)COc2ccc(Cl)cc2)c1 | 1832 | 1520
CN(C(=O)CSc1ncnc2scc(-c3ccccc3)c12)C1CCS(=O)(=O)C1 (stereo unspecified) | 1735 | 1636
NC(=O)c1ccc(NC(=O)COC(=O)C2CC(=O)N(Cc3ccccc3)C2)cc1 (stereo unspecified) | 1890 | 1621
NC(=O)COC(=O)c1ccccc1OCc1ccccc1 | 2093 | 1601
CC(C)(C)NC(=O)CSc1nc(N)cc(=O)[nH]1 | 1855 | 1406
COc1ccc(Cl)cc1NC(=O)CSc1nnc(Cc2cccn2C)n1-c1ccc(F)cc1 | 1859 | 1630
CCOC(=O)N1CCN(C(=S)Nc2ccc(C)c(C)c2)CC1 | 1768 | 1429
CCCOC(=O)c1c(N)sc(C(=O)OCC)c1C | 1863 | 1761
COc1ccccc1NC(=S)NCc1ccc2c(c1)OCO2 | 1763 | 1411
O=Cc1ccc(OCc2cn3ccccc3n2)cc1 | 1626 | 1529
O=C(COC(=O)c1ccc(Cl)nc1)Nc1ccccc1OC(F)F | 1522 | 1494
CCCNC(=S)N1CC2(C)CN(C(=O)C(=O)OC)CC(C)(C1)C2=O | 1608 | 1337
O=C(/C=C/c1ccccc1)N1CCN(CCN2C(=O)c3cccc4cccc(c34)C2=O)CC1 | 1699 | 1647
COC(=O)c1ccc(C)c(NC(=O)c2ccc(Cl)c([N+](=O)[O-])c2)c1 | 1846 | 1473
CC1(C)CC(=O)C(C=NCCN2CCN(C(=O)NC34CC5CC(CC(C5)C3)C4)CC2)=C(O)C1 | 1973 | 1842
O=C(Nc1ccccc1)/C(=C/c1ccc2c(c1)OCO2)NC(=O)c1ccco1 | 1779 | 1491
CCC(CO)n1c(SCc2cc([N+](=O)[O-])cc3c2OCOC3)nc2ccccc2c1=O (stereo unspecified) | 1848 | 1672
O=C(c1ccc(Cl)c(S(=O)(=O)N2CCCCCC2)c1)N1CCOCC1 | 1671 | 1575
O=C(NCc1ccco1)c1ccc(COc2cccc3ccccc23)cc1 | 1867 | 1518
Cc1ccc(C)n1-c1cccc(S(=O)(=O)N2CCOCC2)c1 | 1880 | 1526
NS(=O)(=O)c1ccc(NC(=O)COC(=O)CCC2CCCC2)cc1 | 1825 | 1433
Cc1c(Cl)cccc1NC(=O)COC(=O)c1c2c(nc3ccccc13)CCN(Cc1ccccc1)C2 | 1926 | 1710
CC(C)c1cc(C(C)C)c(S(=O)(=O)NNC(=O)c2ccncc2)c(C(C)C)c1 | 1682 | 1588
COc1ccc(NC(=O)COC(=O)c2ccc(Br)o2)cc1OC | 1661 | 1427
Cc1ccc(CNC(=O)COc2ccc3c(c2)CCC3)cc1 | 1630 | 1527
Cc1ccc(Nc2nc(CSc3nnc(-c4cccnc4)n3-c3ccccc3F)cs2)cc1 | 2031 | 1617
COc1ccc(N2CCN(CCCNC(=O)C3CCC(CNc4nc(=S)[nH]c5ccccc45)CC3)CC2)cc1 (stereo unspecified) | 1943 | 1599
CC(CCc1ccc(O)cc1)NC1C2CC3CC(C2)CC1C3 (stereo unspecified) | 1735 | 1430
Cc1cc(C)cc(NS(=O)(=O)c2ccc(NC(=S)NC(=O)c3cccs3)cc2)c1 | 2024 | 1720
COc1ccc(/C=N/NC(=O)Cn2nc(C)c([N+](=O)[O-])c2C)cc1 | 1780 | 1603
Cc1nc2c(-c3ccccc3)c(C)[nH]n2c(=O)c1Cc1ccccc1 | 1515 | 1466
Cc1[nH]c2ccccc2c1Cc1nnc(SCC(=O)NCc2ccco2)o1 | 1638 | 1616
CN(C)S(=O)(=O)c1cccc(-c2nnc(SCC(=O)NCCCCCC(=O)O)n2-c2ccc(F)cc2)c1 | 1992 | 1768
C=CCc1ccccc1OCCNCc1ccccc1 | 1667 | 1519
CCOC(=O)c1cc2c(ccn2C)n1Cc1ccc(C#N)cc1 | 1731 | 1463
O=C(O)c1cc(N/N=C/c2ccc3c(c2)OCO3)ccc1Cl | 1834 | 1490
COc1ccc(-n2c(-c3ccc(Br)cc3)c[n+]3c2CCCCC3)cc1 | 1840 | 1637
CCOc1ncccc1C(=O)N1CCN(c2cc(Cl)ccc2C)CC1 | 1560 | 1375
CCOC(=O)N1CCN(c2ccc([N+](=O)[O-])cc2)CC1 | 1768 | 1602
Cc1csc2cc(-c3cccc([N+](=O)[O-])c3)c(-c3cccc([N+](=O)[O-])c3)c[n+]12 | 1994 | 1622
C/C(=N\NC(=O)CNc1cccc(C(F)(F)F)c1)c1ccc(Br)cc1 | 1805 | 1571
COc1cccc(-n2c(CCn3nc(C)c([N+](=O)[O-])c3C)n[nH]c2=S)c1 | 1623 | 1613
Cc1ccc(C(=O)N/C(=C\c2ccccc2)C(=O)NCC2CCCO2)cc1 (stereo unspecified) | 1948 | 1652
COc1ccc(N(C(=O)c2cnccn2)C(C(=O)NC2CCCCC2)c2ccc(O)cc2)cc1 (stereo unspecified) | 1819 | 1608
COc1ccc(CCNC(=O)c2ccc(-c3ccc([N+](=O)[O-])cc3)o2)cc1OC | 1890 | 1458
COc1cccc(C(=O)N2N=C(c3ccccc3)CC2(O)C(F)(F)F)c1 (stereo unspecified) | 2170 | 1763
CCC(=O)NC(=S)Nc1ccc(NC(=O)c2ccc([N+](=O)[O-])cc2)cc1 | 1515 | 1513
Fc1cccc(Cc2noc(CN3CCCCC3c3ccccn3)n2)c1 (stereo unspecified) | 1813 | 1463
CCOC(=O)c1ccc(-c2ccc(/C=N/NC(=O)CN(c3ccccc3Cl)S(C)(=O)=O)o2)cc1 | 1703 | 1595
CC(C)(C)C(=O)NC1(C(F)(F)F)C(=O)Nc2c1c(=O)[nH]c(=O)n2Cc1ccco1 (stereo unspecified) | 1881 | 1523
COc1ccc(NC(C)=O)cc1NC(=O)c1ccc(Cl)cc1 | 2128 | 1561
CCCc1nnc(SCC(=O)N2C(C)CCCC2C)n1CC (stereo unspecified) | 1993 | 1454

(listing goes on)
SMILES | SRC1 TRFRET art | SRC3 TRFRET art
COc1ccc(CCNC(=O)CSc2ccccn2)cc1OC | 1840 | 1466
Cc1ccc(S(=O)(=O)N2CCC(C(=O)C3C(=O)CCCC3=O)CC2)cc1 | 1704 | 1518
Cc1ccc(SCC(=O)Nc2cc([N+](=O)[O-])ccc2O)cc1 | 1607 | 1544
Cc1ccc(NC(=S)N/N=C2\CC3CC=CC23)c(C)c1 (stereo unspecified) | 1945 | 1630
CN(C)CCCN(CCCNC(=O)/C=N/O)Cc1ccccc1 | 1836 | 1525
COCCOC(=O)/C(=C/c1ccc(OC(=O)c2ccccc2)cc1)C(C)=O | 1567 | 1595
COC(=O)c1ccccc1NC(=O)CNC(=O)c1ccc(OC)c(OC)c1 | 1724 | 1553
Nc1ccc(N2CCN(c3cccc(Cl)c3)CC2)cc1 | 1752 | 1552
CCn1c(C(=O)O)c(CC(=O)Nc2ccccc2F)c2ccccc21 | 1944 | 1403
CN1C(=O)c2ccc(C(=O)Nc3nccs3)cc2C1=O | 1554 | 1396
COc1ccc(S(=O)(=O)Nc2ccc(S(=O)(=O)N(C)C)cc2)cc1[N+](=O)[O-] | 1860 | 1696
CC(C)NCC(O)COCCOc1ccc(Br)cc1 (stereo unspecified) | 1745 | 1512

By substructure: the compounds so far with a cyano group.
SMILES | SRC1 TRFRET art | SRC3 TRFRET art
COc1ccc(-c2nn(-c3ccccc3)cc2/C=C(\C#N)C(N)=O)cc1[N+](=O)[O-] | 1787 | 1752
CCOC(=O)c1cc2c(ccn2C)n1Cc1ccc(C#N)cc1 | 1731 | 1463

Additional structures:
SMILES | SRC1 TRFRET art | SRC3 TRFRET art
CC(=O)Nc1ccc(C(=O)NNS(=O)(=O)c2ccc(C)cc2)cc1 | 1695 | 1668
CN(C)C(=O)c1ccc(NC(=O)c2ccccc2Sc2ccccc2C#N)cc1 | 1728 | 1622
Cc1c(C(=O)Nc2ccc(Cl)cc2)c2ccccn2c1CCc1ccncc1 | 1453 | 1395
CCC(C(=O)N1CCN(c2ccccn2)CC1)n1nc(C)n2c(cc3occc32)c1=O (stereo unspecified) | 1904 | 1499
O=C(NC(=S)Nc1ccc2c(c1)OCCO2)c1cccc(Br)c1 | 2056 | 1726
O=C(CCc1nnc(CCc2ccccc2)o1)N1CCCC1c1nccs1 (stereo unspecified) | 1769 | 1645
O=C(COC(=O)c1cc(-c2ccc(F)cc2)nc2ccccc12)NCC1CCCO1 (stereo unspecified) | 1680 | 1660
COc1ccc(CNC(C)C(=O)Nc2ccc3ccccc3c2)cc1OC (stereo unspecified) | 1837 | 1377
CCc1cccc(C)c1NC(=O)CN(C)Cc1ccccc1F | 1567 | 1391
Cc1ccc(C(=O)CC(Nc2ccc(F)cc2)c2ccccc2)cc1 (stereo unspecified) | 1806 | 1878
NC(N)=NS(=O)(=O)c1ccc(NC(=S)NC(=O)/C=C/c2ccco2)cc1 | 2054 | 1707
COC(=O)C(C)(C)ONC(=O)Nc1ccc(C)cc1 | 1938 | 1562
CC(C)CC1(C(=O)NCCc2c[nH]c3ccccc23)C=CCN1C(=O)c1ccccc1 (stereo unspecified) | 1878 | 1630
O=C(CCn1c(=S)oc2ccccc21)Nc1ccccc1F | 2066 | 1741

A stretch from further up, as a working copy:
SMILES | SRC1 TRFRET art | SRC3 TRFRET art
CC(C)CC1(C(=O)NCCc2c[nH]c3ccccc23)C=CCN1C(=O)c1ccccc1 (stereo unspecified) | 1878 | 1630
O=C(CCn1c(=S)oc2ccccc21)Nc1ccccc1F | 2066 | 1741
